SW480 rereplic – A quantitative high throughput screen for small molecules that induce DNA re-replication in SW480 colon adenocarcinoma cells. hit rate 1.8% among 340,000. Potency, µM (titrated, usually from 46.1 µM), inactives show top-dose re-replication activation, hits mostly activators. SW480 DNA re-replication, Hoechst DNA content imaging, 48 h; further: potency means the concentration at half of the fitted maximal effect; % of control where 0% means no effect; nearly all actives have a fitted effect of over 55% in size
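Treated cells incubate 48 hr (37 C, 5% CO2), are stained 40 min with Hoechst, and nuclear fluorescence is enumerated; a rise in nuclei with high DNA signal marks re-replication.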
HT1080-NT tox – qHTS for induction of synthetic lethality in tumor cells producing 2HG: qHTS for the HT-1080-NT fibrosarcoma cell line. HT-1080-NT fibrosarcoma viability, CellTiter-Glo ATP luminescence, 48 h. Potency, µM (series often up to 46.1 µM), inactives show top-dose activity, negative = less viability, most hits filed as cytotoxic. hit rate 1.6% among 360,000;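 further: NT is the 2HG producing partner of a matched IDH1 knockdown line; potency means the concentration at half of the fitted maximal effect; 0% = DMSO-treated cells and -100% = media-only wells without cells; nearly all actives have a fitted effect of over 55% in size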
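Viability of the 2HG-overproducing fibrosarcoma line after 48 hours of compound exposure at 37 degrees C was determined by luminescence with CellTiter-Glo, and concentration-effect curves were then fitted and categorized.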
MCF10A rerep – A quantitative high throughput screen for small molecules that induce DNA re-replication in MCF 10a normal breast cells; MCF 10A DNA re-replication, Hoechst nuclear intensity, 48 h; Potency, µM (highest dose often 46.1 µM), without a hit: at the top dose activity, positive = re-replication, usual class: activators; hit rate 2.9% among 350,000; further: potency means the concentration at half of the fitted maximal effect; % of control where 0% means no effect; nearly all actives have a fitted effect of over 50% in size
KB-3-1 tox – qHTS assay for MDR1-selective chemotherapeutics: Primary screen using the parental adenocarcinoma cell KB-3-1; KB-3-1 viability, CellTiter-Glo ATP luminescence, 72 h; Potency, µM (highest dose often 46.1 µM), without a hit: at the highest dose activity change, negative = cytotoxic, hits mostly cytotoxic; hit rate 1.4% among 400,000; further: potency means the concentration at half of the fitted maximal effect; on the % scale 0 is the no-effect control and ±100 the full control effect; nearly all actives have a fitted effect of over 60% in size
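Cytotoxicity measured as CellTiter-Glo luminescence after 72 h at 37 C. Compound titrations were pinned onto drug-naive KB-3-1 parental adenocarcinoma cells grown in DMEM with 10% FBS, and normalized data fitted to concentration-response curves.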
DRD3 agonist – qHTS of D3 Dopamine Receptor Agonist: qHTS; hit rate 0.58% among 410,000; max activation, %; D(3) dopamine receptor (Homo sapiens), P35462; D3R DiscoveRx beta-arrestin cells, luminescence, 90 min; in the data active means max activation above about 30%; further: 0% is about no effect; mostly tested at two doses, the higher about 12 µM
Target sequence (P35462 whole entry, looked up): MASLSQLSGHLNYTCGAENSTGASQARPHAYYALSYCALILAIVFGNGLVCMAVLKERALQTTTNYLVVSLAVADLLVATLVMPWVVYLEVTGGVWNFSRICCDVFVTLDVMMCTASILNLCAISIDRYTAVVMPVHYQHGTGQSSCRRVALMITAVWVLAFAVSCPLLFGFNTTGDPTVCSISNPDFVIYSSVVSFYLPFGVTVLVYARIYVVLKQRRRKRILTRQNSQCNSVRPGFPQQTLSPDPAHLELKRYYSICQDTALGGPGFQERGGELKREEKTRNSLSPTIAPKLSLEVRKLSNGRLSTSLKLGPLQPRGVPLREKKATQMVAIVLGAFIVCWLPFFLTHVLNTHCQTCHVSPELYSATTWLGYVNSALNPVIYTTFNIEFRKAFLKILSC
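Agonist mode: compounds and dopamine controls were applied to plated cells for 90 min at 37 degrees C after an overnight attachment at 1500 cells/well. Luminescent read-out followed 30 - 60 minutes at room temperature with DiscoveRx detection reagent.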
IL-1B inflam inh – qHTS for Inhibitors of Inflammasome Signaling: IL-1-beta AlphaLISA Primary Screen; THP-1 LPS/ATP IL-1B secretion, AlphaLISA, 16 h; stronger effect = lower value; activity change, % at 57.5 µM; hit rate 4.7% among 360,000; in the data active means activity change below about -50%; inconclusive means mostly about -30% to -49%; further: on the % scale 0 is the no-effect control and ±100 the full control effect
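THP-1 cells pretreated 1 hr with compounds (up to 57.5 uM final), then stimulated with LPS (250 ng/mL final) plus ATP (1.25 mM final); secreted IL-1B measured by AlphaLISA after 16 hr, decreased signal indicating inhibition.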
HEK293 tox – qHTS of GLP-1 Receptor Inverse Agonists: Cytotox Screen | HEK293 cAMP-luciferase reporter cells, luminescence, 24 h | hit rate 0.13% among 410,000 | Potency, µM (top dose mostly 38.3 µM), inactives show at the top dose activity change, negative = inhibition, actives largely listed as inhibitors;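 further: loss of luciferase light is scored as toxicity; potency means the concentration at half of the fitted maximal effect; on the % scale 0 is the no-effect control and ±100 the full control effect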
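MLSMR compounds, 24 hr on cells at 37 deg C/5% CO2; luminescence after luciferase reagent (12 min RT). Inhibition counted as the undesired cytotoxic outcome.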
KB-V1 MDR tox – qHTS assay for MDR1-selective chemotherapeutics: Primary screen using the drug-selected MDR subline cells KB-V1. KB-V1 MDR cells viability, CellTiter-Glo, 72 h. Potency, µM (titrated, usually from 46.1 µM), inactives show at the top dose activity change, negative = cytotoxicity, hits mostly cytotoxic. AID 1347076, 2019. hit rate 3.4% among 400,000; further: potency means the concentration at half of the fitted maximal effect; on the % scale 0 is the no-effect control and ±100 the full control effect; nearly all actives have a fitted effect of over 60% in size
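In this primary screen, KB-V1 cells overexpressing P-gp are incubated with library compounds (lowest to highest concentration) for 72 h at 37 degrees C before a luminescent ATP viability read.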
HT1080 IDH1KD tx – qHTS for induction of synthetic lethality in tumor cells producing 2HG: qHTS for the HT-1080-IDH1KD cell line. Potency, µM (series often up to 46.1 µM), for the others: top-dose activity, negative = toxicity, actives largely listed as cytotoxic. hit rate 2% among 360,000. HT-1080 IDH1 knockdown viability, ATP luminescence, 48 h;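 further: potency means the concentration at half of the fitted maximal effect; 0% = DMSO wells and -100% = cell-free medium wells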
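HT-1080-IDH1KD cells (IDH1 knocked down), 750/well in RPMI with 5% FBS, treated with compound 48 h at 37 degrees C. Viability by CellTiter-Glo luminescence, normalised to DMSO and no-cell wells; concentration-response curves classed.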
Starred values were filed as active, the others as inactive; ? = inconclusive; / = not tested or not shown; [ ] = another dose, or the depositor's remark. Unless noted, the call rests on the fitted dose curve; in most records, active means well fitted curve in the direction sought with a large enough effect; inconclusive means small, poorly fitted or top-dose-only effect, or another doubt; inactive means no such curve, though single readings can be large; an effect the other way counts as inactive or inconclusive.

SMILES	SW480 rereplic	HT1080-NT tox	MCF10A rerep	KB-3-1 tox	DRD3 agonist	IL-1B inflam inh	HEK293 tox	KB-V1 MDR tox	HT1080 IDH1KD tx
CN(C)/C=C(\C#N)C(=O)N/N=C(\CC(=O)C(F)(F)F)c1ccco1	-2%	2%	2%	19%	-5	10	12%	-3%	16%
Cc1ccc(-n2c(C)cc(/C=N/Nc3ccc([N+](=O)[O-])cn3)c2C)cc1	?	-17%	?	-16%	-5	-11	0%	?	-5%
CCC(NC(=O)CCc1c(C)c2cc3c4c(oc3cc2oc1=O)CCCC4)C(=O)O (configuration not stated)	-21%	0%	-1%	-17%	2	-2	10%	-7%	-3%
CC(=O)c1cccc(NC(=O)CSc2ncc3c(n2)-c2cc(Cl)ccc2N(Cc2ccccc2)S3(=O)=O)c1	/	/	/	-7%	-6	/	3%	9%	/
Fc1ccc(Nc2ccnc(Nc3ccc(F)cc3)n2)cc1	2%	?	?	-16%	-23	-94*	15%	15µM*	?
CCOc1ccc(/C=C/C(=O)N2CCOCC2)cc1OC	-1%	-5%	2%	-6%	-4	-11	5%	-4%	-1%
Cc1[nH]c2ccccc2c1C(=O)CN1C(=O)C(=O)N(CCC2=CCCCC2)C1=O	-32%	-2%	3%	0%	-5	0	0%	25%	4%
Cc1cccc(N(C)C(=O)CCS(=O)(=O)c2cccc3nonc23)c1	0%	14%	2%	-1%	1	-29	-7%	-25%	16%
C[C@H](CO)N1C[C@H](C)[C@@H](CN(C)S(=O)(=O)c2cn(C)cn2)Oc2ccc(NC(=O)C3CC3)cc2C1=O	3%[9.22 µM]	12%	11%	-9%	13	7	2%	5%	10%
Cc1cc(C)cc(NC(=O)CCC(=O)Nc2nnc(C(C)C)s2)c1	-19%	4%	9%	-3%	-11	5	1%	1%	-4%

One compound at a time (already shown). Order of screens: SW480 rereplic	HT1080-NT tox	MCF10A rerep	KB-3-1 tox	DRD3 agonist	IL-1B inflam inh	HEK293 tox	KB-V1 MDR tox	HT1080 IDH1KD tx
Fc1ccc(Nc2ccnc(Nc3ccc(F)cc3)n2)cc1 is listed with 2%	?	?	-16%	-23	-94*	15%	15µM*	?
Cc1cccc(N(C)C(=O)CCS(=O)(=O)c2cccc3nonc23)c1 is listed with 0%	14%	2%	-1%	1	-29	-7%	-25%	16%
CC(=O)c1cccc(NC(=O)CSc2ncc3c(n2)-c2cc(Cl)ccc2N(Cc2ccccc2)S3(=O)=O)c1 is listed with /	/	/	-7%	-6	/	3%	9%	/

(list continues)
SMILES	SW480 rereplic	HT1080-NT tox	MCF10A rerep	KB-3-1 tox	DRD3 agonist	IL-1B inflam inh	HEK293 tox	KB-V1 MDR tox	HT1080 IDH1KD tx
Cc1ccc(C(=O)NCCN2CCOCC2)cc1C	?	1%	-22%	22%	-21	-9	-1%	13%	10%
Cc1cc(C(=O)Nn2c(-c3ccncc3)nc3ccccc3c2=O)ccc1[N+](=O)[O-]	-11%	2%	0%	-6%	7	9	1%	2%	1%
Cc1ccccc1Cn1c(=O)c2c(nc3n2CCN3Cc2ccco2)n(C)c1=O	-7%	-1%	6%	4%	2	5	-22%	0%	0%
Cc1c(NC(=O)CSc2nnc(-c3cccnc3)n2N)c(=O)n(-c2ccccc2)n1C	-2%	8%	0%	1%	-1	25	3%	?	1%
CSc1cc(/C=N/O)c(SC)s1	2%	-4%	2%	1%	-10	-18	1%	0%	-17%
Cc1cc(C(=O)NCc2cccnc2)cs1	-4%	6%	-7%	10%	-20	0	0%	4%	4%
CCCn1c(NC(=O)C2CCN(C(=O)c3ccccc3C)CC2)nc2ccccc21	?	-2%	?	?	-1	-27	-10%	?	-13%
O=C1CCCC(=O)N1c1ccc(N2CCN(c3ccccc3)CC2)c([N+](=O)[O-])c1	1%	-1%	-4%	-14%	-9	11	-1%	5%	11%
O=C(N/N=C/c1ccccn1)C12CC3CC(CC(C3)C1)C2	?	22%	?	21%	2	6	2%	0%	19%
COc1ccc(C(C(=O)NC2CCCCC2)N(C(=O)c2ccco2)c2ccccc2C(C)=O)cc1OC (configuration not stated)	1%	-11%	-1%	-13%	-2	10	-14%	-23%	-4%
CC(C)CNC(=O)c1cccc(NC(=O)C2CCCO2)c1 (configuration not stated)	-7%	13%	2%	16%	1	8	-2%	-1%	29%
CCOc1ccc(C)cc1S(=O)(=O)NC1CCCCCC1	-7%	1%	0%	4%	0	13	-4%	-12%	-3%
CCn1nc(NC(=O)c2ccncc2)c2cc3ccccc3nc21	5%	5%	?	17%	-1	-22	-10%	6%	1%
COc1ccccc1NC(=O)CN1CCN(CC(=O)Nc2ccc(C)c(F)c2)CC1	9%	5%	15%	2%	-3	-8	3%	-4%	-14%
O=C(NCC1(O)CCCCC1)C1CCC(=O)N(Cc2ccccc2F)C1 (configuration not stated)	0%	5%	1%	9%	7	18	2%	0%	11%
Cc1ccc(C(=O)C2CCOC(C)(C)C2)cc1 (configuration not stated)	2%	3%	-4%	3%	1	5	-2%	25%	4%
CC1CCOC2(O1)C(=O)N(CN1CCN(c3cccc(Cl)c3)CC1)c1ccccc12 (configuration not stated)	-2%	-12%	1%	-5%	-15	21	1%	-4%	-14%
O=C1CC(c2ccccc2)CC2=C1CN(C1CCCCC1)CN2 (configuration not stated)	27%	6%	?	?	-3	14	-6%	0%	2%
CCCCOCCCNC(=O)N[C@@H](CCSC)C(=O)OC	2%	-2%	-2%	-2%	10	17	56%[activator]	14%	-5%
Cc1ccccc1S(=O)(=O)Cc1ccc(C(=O)NCCCOC(C)C)o1	3%	-6%	5%	1%	6	11	3%	-11%	10%
Nc1cc(N)nc(SCC(=O)NNC(=O)c2ccc(Cl)cc2)n1	1%	7%	2%	1%	-15	1	2%	-11%	0%
Nc1nc(Nc2ccc(Cl)cc2)c(NC=O)c(=O)[nH]1	-9%	-1%	1%	-4%	-2	-14	11%	5%	-1%
Cc1cccc(C(=O)N2CCC(c3nc4ccccc4s3)CC2)c1	-76%	7%	3%	0%	-3	-13	0%	?	3%
CCNC(=O)NC(=O)COC(=O)CCCc1nc2ccccc2s1	-3%	5%	-3%	-19%	-11	9	9%[0.307 µM]	4%	18%
CCC(C(=O)NC1CCCC1)n1c(C2CC2)nc2ccccc21 (configuration not stated)	/	11%	/	-7%	-14	20	-3%	?	1%
CC(Oc1ccc(Cl)cc1Cl)c1nc(-c2ccc(NC(=O)c3cccnc3)cc2)no1 (configuration not stated)	-3%	?	27%	0%	9	-12	-26%	-4%	7.3µM*
COc1ccc(NC(C)=O)cc1S(=O)(=O)Nc1ccccc1C(=O)N1CCCC1	-1%	23%	1%	-2%	-10	-10	0%	1%	24%
O=C(c1ccc(CN2CCOCC2)cc1)N1CCC(Cc2ccccc2)CC1	1%	-4%	?	0%	-6	-19	0%	21µM*	-1%
C/C(=C/c1oc2ccc(O)cc2c1[N+](=O)[O-])N(C)C	0%	?	4%	26%	-3	8	?	-4%	?
Cc1ccc(S(=O)(=O)N2CCN(C(=O)CCOc3ccccc3C)CC2)cc1C	13%	-7%	13%	-12%	0	-5	15%	?	-16%

Shown with bars between the fields: two of the compounds above.
structure | SW480 rereplic | HT1080-NT tox | MCF10A rerep | KB-3-1 tox | DRD3 agonist | IL-1B inflam inh | HEK293 tox | KB-V1 MDR tox | HT1080 IDH1KD tx
CC(Oc1ccc(Cl)cc1Cl)c1nc(-c2ccc(NC(=O)c3cccnc3)cc2)no1 (configuration not stated) | -3% | ? | 27% | 0% | 9 | -12 | -26% | -4% | 7.3µM*
COc1ccc(NC(C)=O)cc1S(=O)(=O)Nc1ccccc1C(=O)N1CCCC1 | -1% | 23% | 1% | -2% | -10 | -10 | 0% | 1% | 24%

(list continues)
SMILES	SW480 rereplic	HT1080-NT tox	MCF10A rerep	KB-3-1 tox	DRD3 agonist	IL-1B inflam inh	HEK293 tox	KB-V1 MDR tox	HT1080 IDH1KD tx
COCCCNC(=O)CN1C(=O)CSc2ncccc21	6%	0%	-5%	-1%	1	25	-4%	-7%	-1%
CCc1ccc(C2C3=C(CC(C)(C)CC3=O)Nc3c2c(=O)[nH]c2nc(C)nn32)cc1 (configuration not stated)	-5%	3%	4%	-9%	2	-24	5%	-8%	-22%
CCOC(=O)N1CCN(S(=O)(=O)c2ccc(C)cc2)C1c1ccc(OC)cc1 (configuration not stated)	-11%	6%	10%	4%	1	3	-15%	-28%	-16%
Cc1ccc(-n2ncc3c(N4CCCCC4)ncnc32)cc1	/	/	/	-4%	1	/	1%	10%	/
CC/C(=N\N=C1\SC(C)C(=O)N1Cc1ccco1)c1ccccc1 (configuration not stated)	-1%	-1%	?	-30%	-5	9	79%[activator]	?	0%
c1csc(-c2nnc(COc3ncnc4sccc34)o2)c1	-12%	0%	0%	1%	1	6	6%	?	0%
CC(=O)c1ccc(NC(=O)c2ccn[nH]2)cc1	6%	-2%	1%	-26%	1	-21	6%	?	-6%

In the list so far, these contain a thiophene ring, fused or not:
SMILES	SW480 rereplic	HT1080-NT tox	MCF10A rerep	KB-3-1 tox	DRD3 agonist	IL-1B inflam inh	HEK293 tox	KB-V1 MDR tox	HT1080 IDH1KD tx
CSc1cc(/C=N/O)c(SC)s1	2%	-4%	2%	1%	-10	-18	1%	0%	-17%
Cc1cc(C(=O)NCc2cccnc2)cs1	-4%	6%	-7%	10%	-20	0	0%	4%	4%
c1csc(-c2nnc(COc3ncnc4sccc34)o2)c1	-12%	0%	0%	1%	1	6	6%	?	0%
